BLM inh: qHTS Assay for Inhibitors of Bloom's syndrome helicase (BLM); Potency, µM (series often up to 56.1 µM), inactives show at the highest dose activity change, negative = inhibition, most hits filed as inhibitors; hit rate 0.2% among 350,000; AID 2528, 2010; recombinant BLM DNA unwinding, fluorescence dequenching; RecQ-like DNA helicase BLM (Homo sapiens), P54132;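 also: potency is read from the fitted curve at half-maximal effect; plate controls were vehicle for no effect and no enzyme for full effect; nearly all actives have a fitted effect of over 35% in size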
Anesthetic bind: qHTS Assay for Identification of Novel General Anesthetics. Ferritin light chain (Equus caballus), P02791. apoferritin/1-aminoanthracene competitive binding, fluorescence. hit rate 0.074% among 350,000. Potency, µM (doses to about 77.5 µM), without a hit: at the highest dose activity change, negative = displacement, most hits filed as inhibitors; also: potency is read from the fitted curve at half-maximal effect; % is scaled to controls: 0 for no effect and ±100 for the full control effect; nearly all actives have a fitted effect of over 20% in size
Target sequence (P02791 2-175 limits assumed): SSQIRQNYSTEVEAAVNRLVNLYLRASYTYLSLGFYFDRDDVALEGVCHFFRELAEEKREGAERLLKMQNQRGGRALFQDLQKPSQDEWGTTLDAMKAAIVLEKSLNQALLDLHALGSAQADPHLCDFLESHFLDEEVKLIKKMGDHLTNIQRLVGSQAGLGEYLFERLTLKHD
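In PBS, apoferritin at 10 uM is loaded with 1-AMA from a 50% saturated solution. After 10 min of compound exposure at ambient temperature, reduced 535 nm fluorescence indicates probe displacement.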
Pol iota inh: qHTS for Inhibitors of Polymerase Iota. DNA polymerase iota (Homo sapiens), Q9UNA4. Pol iota fluorescent replication assay, 10 min. Potency, µM (series often up to 115 µM), inactives show top-dose activity, negative = inhibition, most hits filed as inhibitors. hit rate 1% among 390,000. AID 588590, 2011; also: potency is read from the fitted curve at half-maximal effect
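Fluorescent replication assay read twice, at 0 min and 10 min after adding 50 nM (final) substrate. Enzyme (10 nM) and compounds were first incubated 15 min at room temperature; enzyme-free buffer wells were negative controls.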
POLB inh: qHTS Assay for Inhibitors of DNA Polymerase Beta; P06746; hit rate 1.3% among 340,000; Pol beta primer extension/strand displacement, fluorescence kinetic; Potency, µM (highest dose often 114 µM), inactives show at the highest dose activity change, negative = inhibition, actives largely listed as inhibitors; also: potency is read from the fitted curve at half-maximal effect; % is scaled to controls: 0 for no effect and ±100 for the full control effect
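Values derive from four-parameter Hill fits of normalized kinetic data: reads at 0 and 10 min following addition of 50 nM substrate to 10 nM Pol beta preincubated 15 min with compound.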
Pol eta inh: qHTS for Inhibitors of Polymerase Eta. DNA polymerase eta (Homo sapiens), Q9Y253. recombinant Pol eta, fluorescent DNA replication assay. Potency, µM (series often up to 114 µM), for inactives: at the highest dose activity change, negative = inhibition, hits mostly inhibitors. hit rate 1.2% among 390,000. AID 588591, 2011; also: potency is read from the fitted curve at half-maximal effect; % is scaled to controls: 0 for no effect and ±100 for the full control effect
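Fluorescent replication assay: 50 nM final substrate added after a 15 min room-temperature compound preincubation with 10 nM enzyme. Signal taken at 0 min and again at 10 min.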
GRP78 ERSR act: qHTS for Inducers of the Endoplasmic Reticulum Stress Response (ERSR) in Human Glioma: qHTS; U87-MG GRP78 promoter luciferase reporter, 16 h; Potency, µM, for inactives: at the highest dose activation, most hits filed as activators; hit rate 0.02% among 420,000; AID 602332, 2012; also: potency is read from the fitted curve at half-maximal effect; series mostly up to about 76 µM; % of control where 0% means no effect; nearly all actives have a fitted effect of over 35% in size
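Stably transfected U87-MG human glioma cells carrying a GRP78-based luminescent sensor were seeded at 1000 cells/well, pin-dosed with compounds and incubated 16 h. Luciferase reagent was then added, and end-point luminescence was read after 10 min at room temperature.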
APEX1 inh: qHTS Assay for Inhibitors of the Human Apurinic/apyrimidinic Endonuclease 1 (APE1) | DNA repair nuclease/redox regulator APEX1 (Homo sapiens), P27695 | recombinant APE1, TAMRA/BHQ-2 abasic DNA cleavage fluorescence | Potency, µM (top dose mostly 65.8 µM), without a hit: at the highest dose activity change, negative = inhibition, most hits filed as inhibitors | hit rate 0.35% among 350,000;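 also: potency is read from the fitted curve at half-maximal effect; plate controls were vehicle for no effect and reference inhibitor for full effect; nearly all actives have a fitted effect of over 55% in size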
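Kinetic fluorescence read (525 ex/598 em nm, three reads 60 s apart) of AP-site incision; signal = third minus first read. Enzyme 0.75 nM, dual-labelled THF duplex 50 nM, compound preincubation 15 min RT.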
LDHA inh: qHTS assay for inhibitors of human lactate dehydrogenase. purified LDHA, NADH/diaphorase-resazurin fluorescence; stronger effect = lower value. L-lactate dehydrogenase A chain (Homo sapiens), P00338. activity change, % (values are at about 110 or 230 µM). hit rate 0.15% among 480,000; in the data active = activity change below about -30%; inconclusive = mostly about -25% to -30%;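 also: plate controls were DMSO wells for no effect and wells without enzyme for full effect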
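Remaining NADH was detected by diaphorase (0.133 mg/mL) converting 37 µM resazurin to fluorescent resorufin, read at 0 and 20 minutes. The preceding 5-minute room-temperature reaction used 2 nM LDHA, 0.2 mM sodium pyruvate and 0.06 mM NADH at pH 7.4.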
Pol kappa inh: qHTS for Inhibitors of Polymerase Kappa. purified Pol kappa, fluorescent DNA synthesis assay, 10 min. Potency, µM (series often up to 107 µM), inactives show top-dose activity, negative = inhibition, actives largely listed as inhibitors. AID 588579, 2011. DNA polymerase kappa (Homo sapiens), Q9UBT6. hit rate 0.53% among 400,000; also: potency is read from the fitted curve at half-maximal effect; % is scaled to controls: 0 for no effect and ±100 for the full control effect
Target sequence (Q9UBT6 whole entry, looked up): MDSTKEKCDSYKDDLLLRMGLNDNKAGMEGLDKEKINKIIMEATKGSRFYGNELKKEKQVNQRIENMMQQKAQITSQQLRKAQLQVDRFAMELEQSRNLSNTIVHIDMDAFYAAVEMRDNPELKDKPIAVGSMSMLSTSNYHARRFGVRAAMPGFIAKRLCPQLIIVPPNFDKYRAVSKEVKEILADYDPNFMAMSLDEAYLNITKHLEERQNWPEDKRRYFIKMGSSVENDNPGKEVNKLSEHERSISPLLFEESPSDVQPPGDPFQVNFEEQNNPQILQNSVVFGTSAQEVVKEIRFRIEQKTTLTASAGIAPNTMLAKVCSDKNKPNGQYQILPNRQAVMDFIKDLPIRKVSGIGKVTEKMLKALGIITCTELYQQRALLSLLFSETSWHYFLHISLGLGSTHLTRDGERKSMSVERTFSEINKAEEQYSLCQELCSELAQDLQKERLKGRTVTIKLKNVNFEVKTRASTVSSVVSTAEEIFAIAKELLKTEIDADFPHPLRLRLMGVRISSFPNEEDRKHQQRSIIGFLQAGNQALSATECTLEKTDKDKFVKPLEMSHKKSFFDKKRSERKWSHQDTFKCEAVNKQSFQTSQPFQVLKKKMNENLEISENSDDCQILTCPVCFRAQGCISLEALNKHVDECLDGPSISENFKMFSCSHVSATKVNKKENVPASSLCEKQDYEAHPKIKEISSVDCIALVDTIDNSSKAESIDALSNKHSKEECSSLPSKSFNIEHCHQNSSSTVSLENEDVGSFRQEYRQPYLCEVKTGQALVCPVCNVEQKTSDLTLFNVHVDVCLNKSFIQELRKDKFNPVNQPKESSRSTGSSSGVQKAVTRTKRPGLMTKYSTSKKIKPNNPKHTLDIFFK
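Kinetic fluorescence screen: compound preincubated 15 min RT with 10 nM enzyme; 50 nM substrate (final) initiates; reads at 0/10 min.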
* hit, by the source's call; ? = inconclusive; nt = not tested or not shown; & = joins results of further samples; [ ] = dose if it differs, or a comment. Unless noted, calls follow the shape of the dose curve; as a rule, active = well fitted curve in the direction sought with a large enough effect; inconclusive = small, poorly fitted or top-dose-only effect, or another doubt; inactive = no such curve, though single readings can be large; an effect the other way counts as inactive or inconclusive. Some of the compounds tested; rates above refer to the full screens.

SMILES	BLM inh	Anesthetic bind	Pol iota inh	POLB inh	Pol eta inh	GRP78 ERSR act	APEX1 inh	LDHA inh	Pol kappa inh
O=C(CSc1ccccc1)Nc1nnc(C2CC2)s1	-4%	-9%	-1%	-2%	-16%	2%	0%	-2	-4%
CC(C)NC(=S)N1CCN(Cc2ccc3c(c2)OCO3)CC1	-8%	-6%	75%[activator]	-24%	-19%	-3%	2%	-10	0%
O=C(CN1CCN(CC(=O)Nc2ccc(OCc3ccccc3)cc2)CC1)Nc1ccc(F)cc1	nt	nt	?	nt	-20%	-2%	nt	-7	-1%
Clc1cccc(-n2ncc3c(N4CCCCCC4)ncnc32)c1	-2%	-4%	24%	27%	-19%	-2%	nt	-1	-6%[60.1 µM]
Cc1cc(C)c2c(N)c(-c3nnc(SCc4ccc(Cl)cc4)n3C)sc2n1	-2%	-6%	160%[activator]	8%	-17%	-1%	-7%	-5	-3%
CCCOc1ccc(CCc2n[nH]c(=S)n2-c2ccccc2)cc1	-5%	-10%	75%[activator]	-21%	-16%	-1%	2%	-4	-10%
COc1ccc(C2C(C(=O)N3CCOCC3)=C(C)NC3=C2C(=O)CC(C)(C)C3)cc1O (centres undefined)	-1%	-4%	-1%	8%	-13%	-3%	-4%	10	-7%
COC(=O)C1CCN(C(=O)Cc2ccccc2OC)CC1	1%	-4%	1%	-2%	-3%	-1%	-2%	-4	-23%
CSc1ccc(C2NC(=O)c3ccccc3N2)cc1 (centres undefined)	nt	nt	5%	nt	-18%	-1%	nt	-3	-6%
CC(C)CN(CC(C)C)C(=O)CS(=O)(=O)Cc1ccccc1	4%	-10%	18%	6%	-15%	-3%	?	-2	-8%[60.1 µM]
CCCCN(C)Cc1c(C)[nH]c2ccc(C)cc2c1=O	-6%	-10%	15%	33%	-12%	0%	-4%	0	-10%
COc1cc(NC(=S)N2CCOCC2)c(OC)cc1Cl	-7%	-3%	-5%	-3%	-1%	-2%	4%	1	10%
COc1ccc(-c2oc(NC(=O)CCl)c(C#N)c2-c2ccc(OC)cc2)cc1	-14%	?	-9%	0%	?	-18%	0%	1	1%
CN(C)S(=O)(=O)Oc1ccccc1C(=O)Nc1cccc(C(F)(F)F)c1	-5%	-24%	6%	5%	-30%	-2%	26%	-4	-8%
O=S1(=O)N=C2CCCCCN2C(c2ccc(Cl)cc2)N1 (centres undefined)	2%	-7%	-2%	4%	-14%	-1%	-1%	-2	-2%
CCOC(=O)CSc1nnc(CNC(=O)c2ccc(S(=O)(=O)N(C)C)cc2)n1C	0%	-8%	-6%	16%	-2%	-1%	6%	-11	-7%
CCn1c(NCc2ccc(OC)c(OC)c2)nc2ccccc21	1%	4%	-1%	10%	-1%	-4%	nt	-9	-20%
Cc1ccc(S(=O)(=O)N2CCOCC2)cc1NC(=O)COc1ccccc1Cc1ccccc1	nt	nt	83%[activator]	nt	-22%	-3%	-12%	-3	-18%
COc1ccccc1N1CCN(c2ncnc3onc(-c4ccc(F)cc4)c23)CC1	-6%	-1%	-11%	9%	-3%	-2%	nt	-6	-6%
COc1ccc(/C=C/C(=O)OCC(=O)Nc2ccc(C)cc2)cc1S(=O)(=O)N1CCOCC1	2%	-17%	?	28%	-25%	-3%	-3%	-6	-18%
Cn1c(=O)c2c(c3ccccc31)OC(C)(C)CC2	-7%	?	104%[activator]	9%	-19%	0%	-11%	3	-4%
CCc1cccc(CC)c1NC(=O)c1ccc(-n2cncn2)nc1	-3%	-3%	0%	-20%	-3%	-2%	6%	-3	-2%
CCCCn1c(SCc2nc3ccccc3s2)nc2ccccc2c1=O	-4%	-6%	9%	3%	-24%	-1%	-2%	0	-5%
O=C(Cn1c(=O)oc2cc(S(=O)(=O)N3CCCCCC3)ccc21)Nc1ccc(F)cc1F	-7%	1%	?	-11%	nt	nt	nt	-11	-11%
Cc1sc2ncnc(N3CCC(C(=O)Oc4cccc(Cl)c4Cl)CC3)c2c1C	-4%	-1%	70%[activator]	15%	-19%	-3%	-5%	1	-2%
CCCNC(=O)NC1C(NC(=O)NCCC)N(C)C(=O)N1C (centres undefined)	0%	5%	10%	-12%	1%	-6%	5%	1	-11%
Cc1sc2nc(N3CCOCC3)[nH]c(=O)c2c1-c1ccccc1	6%	-1%	229%[activator]	-17%	-15%	-2%	12%	-6	-13%
CCOc1ccc(C(=O)Nc2cccc(OCc3cc(=O)n4ccccc4n3)c2)cc1	-3%	73%[activator]	-5%	9%	-14%	-2%	nt	-8	-8%[60.1 µM]
Cc1cccnc1NC(=O)CCc1nnc2ccc(NCc3ccco3)nn12	-11%	-14%	?	?	45µM*	-5%	-21%	1	-28%
COc1ccc(C(=O)N(CC2CCCO2)C(C(=O)NC2CCCC2)c2ccc(C)cc2)cc1OC (centres undefined)	5%	2%	7%	9%	-9%	0%	-1%	0	-10%

A different layout for part of the listing above.
| Molecule | BLM inh | Anesthetic bind | Pol iota inh | POLB inh | Pol eta inh | GRP78 ERSR act | APEX1 inh | LDHA inh | Pol kappa inh |
| --- | --- | --- | --- | --- | --- | --- | --- | --- | --- |
| CCc1cccc(CC)c1NC(=O)c1ccc(-n2cncn2)nc1 | -3% | -3% | 0% | -20% | -3% | -2% | 6% | -3 | -2% |
| CCCCn1c(SCc2nc3ccccc3s2)nc2ccccc2c1=O | -4% | -6% | 9% | 3% | -24% | -1% | -2% | 0 | -5% |

The list goes on:
SMILES	BLM inh	Anesthetic bind	Pol iota inh	POLB inh	Pol eta inh	GRP78 ERSR act	APEX1 inh	LDHA inh	Pol kappa inh
COc1cc(Cl)c(C)cc1NC(=O)CSC1=NCCS1	nt	nt	5%	nt	-25%	0%	23%	-4	0%
Cc1ccc(C(=O)CCC(=O)OCC(=O)N(C)c2c(N)n(Cc3ccccc3)c(=O)[nH]c2=O)cc1	nt	nt	22%	nt	-8%	-1%	1%	-3	-3%
COc1cc2nc(NCCc3ccc(Cl)cc3)n3nc(-c4ccccc4)nc3c2cc1OC	-9%	55%[activator]	-25%	106%	-4%	-4%	nt	-11	7%
O=C(COC(=O)c1ccc(F)cc1)Nc1ccccc1N1CCOCC1	-2%	-2%	?	-25%	-22%	-6%	1%	-1	-9%
CC(=O)N(c1ccccc1)c1c(F)c(F)c(F)c(F)c1F	-3%	3%	12%	-1%	2%	-5%	4%	0	-16%
Cc1ccc(-c2csc(N(CCCN(C)C)C(=O)c3ccco3)n2)cc1	-8%	-6%	77%[activator]	1%	-10%	-7%	?	-6	6%
O=C1CCCc2cc(S(=O)(=O)N3CCCC(C(=O)NCc4ccc(Cl)cc4)C3)ccc2N1 (centres undefined)	-2%	-4%	43%[activator]	15%	-19%	-1%	nt	-2	-6%
COc1ccc(/C(C)=N/NC(=O)CNC(=O)COc2ccccc2)c(OC)c1	-1%	-8%	59%[activator]	26%	-12%	-1%	-5%	-8	-16%
CN(CC1CCOCC1)C(=O)CC1C(=O)NCCN1CC(c1ccccc1)c1ccccc1 (centres undefined)	1%	-5%	78%[activator]	1%	-17%	-4%	-1%	3	-22%
COc1ccc2nc(Nc3nc(C)c(C(C)=O)s3)sc2c1	1%	?	-17%	56%	-4%	?	-8%	-15	-8%
CN(C(=S)Nc1ccc(SC(F)F)cc1)c1ccc(O)cc1	-6%	-22%	-8%	4%	-9%	7%	-6%	31	-14%
O=C(O)CCCN1C(=O)/C(=C/c2ccc(-c3nc4ccccc4s3)o2)SC1=S	-9%	-6%	?	13µM*	3.2µM*	-2%	-10%	-1	50µM*
CCN1C(=NCC(C)C)N[C@@H](c2cccc(C(F)(F)F)c2)C(C(=O)OC)=C1C	3%&-5%	-15%&-22%	-9%	1%&5%	-14%	-8%	12%&-16%	-8	-1%
CCOC(=O)CSC1=C(C#N)C(c2ccco2)C(C(=O)Nc2cccc(C(F)(F)F)c2)=C(C)N1 (centres undefined)	-15%	?	-13%[58.9 µM]	?	-28%	?	-3%	1&-1	-12%
CC(=O)Nc1ccc(N(C(=O)c2ccccn2)C(C(=O)NC2CCCCC2)c2ccc(F)cc2)cc1 (centres undefined)	2%	2%	24%	0%	13%	-1%	30%	-12	6%
COC(=O)[C@]1(Cc2ccccc2)N[C@H](CN(C)S(=O)(=O)c2ccc(-c3ccccc3)cc2)[C@@H]2C(=O)N(C)C(=O)[C@@H]21	nt	nt	-7%	nt	-8%	-1%	22%	-5	-10%
COc1ccc(CC(=O)OCC(=O)NC(=O)NC23CC4CC(CC(C4)C2)C3)cc1	-14%	?	-2%	4%	-12%	-2%	-6%	4	-10%
CCN(CC)c1ccc(Nc2nc(Cl)ncc2Br)cc1	-6%	-10%	20%	15%	-11%	0%	-14%	6	6%
Cc1ccc(NC(=O)C2CCCN2C(=O)c2cccs2)cc1C (centres undefined)	nt	nt	40%[activator]	nt	-23%	-6%	3%	-5	-2%
CCCCN(CC)CCCNC(=O)Cn1ncc2c3ccccc3n(Cc3ccccc3F)c2c1=O	1%	-14%	21%	-1%	?	-3%	nt	1	-9%
COc1ccc(Cl)cc1-c1nc(SCC(=O)NCCN2C(=O)CSC2=O)n[nH]1	-4%	-5%	11%	3%	-6%	-4%	3%	-11	1%
O=C(Nc1cc(F)ccc1F)c1cc2nc(-c3ccco3)cc(C(F)(F)Cl)n2n1	-6%	0%	?	?	0%	-4%	nt	-10	7%[60.1 µM]
CCc1ccc(NC(=O)CNC(=O)[C@@H]2Cc3ccccc3CN2)cc1	-1%	-19%	23%	9%	3%	-1%	14%	-1	-2%
COc1cc(NC(=O)c2cccc(C)c2)c(Cl)cc1[N+](=O)[O-]	0%	-12%	2%	59%	-2%	1%	14%	-6	3%

Screens (PubChem)
